Bioassay records as filed in PubChem.
PNC assembly inh = blocks assembly of the perinucleolar compartment; AID 2417; actives 3.1% (n = 140,000); activity change (PNC), negative = inhibition, % at 10 µM; PC3M PTB-GFP, PNC prevalence imaging, 16 h; active compounds read low;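 active = readout at or below -70, meaning at least 70% loss of cells showing the perinucleolar compartment, a nuclear body marking cancer cells; inconclusive = readout between -30 and a set limit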;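 note: plate controls were DMSO wells for no effect and camptothecin positive control wells for full effect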
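Read-out is percentage of cells bearing a perinucleolar compartment, from automated 20x imaging of fixed, Hoechst-stained PC3M PTB-GFP cells. Cells were seeded 4 h, then exposed 16 h to compound (23 nl of library stock) in duplicate plates.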
IMPase cell inh = IMPase inhibition in cells | inhibition (IP1 accumulation), % at 46.1 µM | 120,000 tested, under 10 active | AID 901 | CHO-M1 cells, IP1 accumulation, HTRF TR-FRET ratio | P97697; active = well fitted curve in the direction sought with a large enough effect in the signal ratio, not every such curve was filed as active; inconclusive = small, poorly fitted or top-dose-only effect, or a change in a side signal; inactive = no such curve, though single readings can be large or run the other way; the % refers to the signal ratio;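 note: cells stimulated with carbachol in lithium chloride buffer; plate controls were DMSO basal wells for no effect and reference inhibitor wells for full effect; higher means more IMPase inhibition seen as more IP1 and lower FRET ratio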
Target sequence (P97697 whole entry, looked up): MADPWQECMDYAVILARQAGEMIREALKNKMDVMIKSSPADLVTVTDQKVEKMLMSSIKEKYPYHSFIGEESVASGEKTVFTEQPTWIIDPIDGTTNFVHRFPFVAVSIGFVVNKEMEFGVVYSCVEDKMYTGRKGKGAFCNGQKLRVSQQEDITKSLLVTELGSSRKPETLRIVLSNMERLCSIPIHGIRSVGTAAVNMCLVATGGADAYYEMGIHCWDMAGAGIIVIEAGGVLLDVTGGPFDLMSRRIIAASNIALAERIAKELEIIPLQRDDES
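Seeded CHO-M1 cells were dosed with compound at up to 46 uM, stimulated with carbachol for 30 min, then lysed in IP-One detection reagents. Higher IP1 lowers the TR-FRET signal.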
12-hLO inh = inhibitors of human 12-lipoxygenase (ALOX12) | purified 12-hLO, xylenol orange hydroperoxide absorbance | P18054 | AID 1452 | Potency, µM (titrated, usually from 57.1 µM), for inactives: top-dose activity change, negative = inhibition, usual class: inhibitors | actives 0.12% (n = 150,000); note: potency is the fitted concentration of half-maximal effect; nearly all actives have a fitted effect of over 55% in size; many of its hits are not listed in these tables
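Hydroperoxide formation by human 12-lipoxygenase from 40 uM arachidonic acid was followed colorimetrically via ferric-xylenol orange complex, using the 573/405 nm absorbance ratio. Enzyme concentration was 150 nM, with 30 min reaction at room temperature.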
ALOX15B inhib = 15-hLO-2 (ALOX15B) enzyme inhibition. O15296. Potency, µM (doses to about 57.1 µM), for the others: at the top dose activity change, negative = inhibition, most hits filed as inhibitors. actives 0.56% (n = 110,000). purified 15hLO-2, xylenol orange hydroperoxide absorbance; note: potency is the fitted concentration of half-maximal effect; nearly all actives have a fitted effect of over 60% in size; many of its hits are not listed in these tables
Target sequence (O15296 whole entry, looked up): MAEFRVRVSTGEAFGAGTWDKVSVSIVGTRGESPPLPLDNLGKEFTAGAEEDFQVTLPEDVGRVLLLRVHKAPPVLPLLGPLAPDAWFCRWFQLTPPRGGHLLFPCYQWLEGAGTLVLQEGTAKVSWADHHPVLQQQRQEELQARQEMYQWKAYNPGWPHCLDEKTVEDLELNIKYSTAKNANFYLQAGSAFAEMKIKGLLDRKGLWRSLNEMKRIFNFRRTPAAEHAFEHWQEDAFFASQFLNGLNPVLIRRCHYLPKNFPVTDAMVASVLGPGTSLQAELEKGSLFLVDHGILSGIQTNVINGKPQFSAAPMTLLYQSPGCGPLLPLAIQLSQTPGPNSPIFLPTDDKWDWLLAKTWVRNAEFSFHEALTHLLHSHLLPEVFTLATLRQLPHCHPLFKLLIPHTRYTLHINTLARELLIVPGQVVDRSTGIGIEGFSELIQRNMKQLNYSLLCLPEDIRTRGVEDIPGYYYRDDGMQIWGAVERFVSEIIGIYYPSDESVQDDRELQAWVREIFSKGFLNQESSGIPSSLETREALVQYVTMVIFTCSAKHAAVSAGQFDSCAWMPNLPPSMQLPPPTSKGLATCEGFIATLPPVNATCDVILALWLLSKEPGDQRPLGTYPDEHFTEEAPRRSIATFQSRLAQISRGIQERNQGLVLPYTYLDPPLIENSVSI
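Enzyme 50 nM, AA 45 uM, 25 mM Hepes pH 7.5 + 0.01% Triton X-100; cpd preinc 15 min RT, rxn 90 min RT; stop/detect with 200 uM XO + 300 uM Fe(II) in 50 mM H2SO4, 30 min; A573/A405.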
Numbers without * were called inactive; ? = inconclusive; . = no result given; [ ] = dose if it differs, or a comment. Unless noted, calls come from the whole dose curve; as a rule, active = well fitted curve in the direction sought with a large enough effect; inconclusive = small, poorly fitted or top-dose-only effect, or another doubt; inactive = no such curve, though single readings can be large; an effect the other way counts as inactive or inconclusive. Unless noted, % is set by controls: 0 for no effect and ±100 for the full control effect.

Short forms: A = PNC assembly inh; B = IMPase cell inh; C = 12-hLO inh; D = ALOX15B inhib
O=C(NC1CCCc2ccccc21)c1ccccc1Br (stereo not drawn)
  A = 6.1 | B = 11.0 | C = 0.3% | D = -4.7%
COc1ccc2c(c1)C(=O)[C@@H](OC(=O)NCc1ccc3c(c1)OCO3)[C@H](c1ccc(OC)c(Br)c1)O2
  A = 14.6 | B = . | C = -12.7% | D = .
O=C(/C=C/c1ccccc1)N1CCC(Cc2ccccc2)CC1
  A = -2.9 | B = -19.0 | C = -14.9% | D = 3.3%
COC(=O)Cc1ccc(NC(=O)c2ccc(Br)o2)cc1
  A = ? | B = -4.2 | C = 3.0% | D = 5.0%[2.29 µM]
NC(=S)N/N=C/C=C/c1ccccc1
  A = -28.3 | B = . | C = -4.0% | D = .
O=c1c2cc(Br)cc(Br)c2oc2nc3n(c(=O)c12)CCCS3
  A = 29.5 | B = ? | C = -6.6% | D = -21.2%
O=S(=O)(NC1=NCCCCCC1)c1cccs1
  A = 15.7 | B = -5.0 | C = -8.3% | D = -1.4%
O=C(COc1ccc(Cl)cc1)Nc1ccc2oc(-c3ccncc3)nc2c1
  A = 2.2 | B = 6.7 | C = -3.3% | D = 8.3%
Cc1ccc2[nH]c(=O)c(CN(Cc3cccs3)C(=S)NCC3CCCO3)cc2c1 (stereo not drawn)
  A = -1.5 | B = 8.4 | C = -7.6% | D = .
CN(Cc1ccccc1)C(=O)Cn1c(=O)oc2cc(S(=O)(=O)N3CCCC3)ccc21
  A = -5.6 | B = -0.8 | C = -1.4% | D = 1.3%
CCOC(=O)c1ccc(NC(=O)CNC(=O)C23CC4CC(CC(C4)C2)C3)cc1
  A = 16.8 | B = 1.3 | C = 4.6% | D = 7.0%
Clc1ccc2nc(NC3=NCN(CCN4CCOCC4)CN3)nc(-c3ccccc3)c2c1
  A = -15.8 | B = 12.3 | C = 0.7% | D = 44.4%[activator]
Cc1cccn2c(=O)c(/C=N/O)c(N3CCCCC3)nc12
  A = -29.1 | B = 0.3 | C = -3.2% | D = -1.4%
COc1ccc(NC(=O)CCN2CCC(C)CC2)cc1
  A = 26.5 | B = -2.8 | C = 4.2% | D = -2.0%
N#Cc1nc(-c2cccs2)oc1N1CCN(c2ccccc2)CC1
  A = 1.1 | B = -5.0 | C = 1.0% | D = -4.8%
COc1ccc2[nH]c(C)c(CCNC(=S)Nc3ccccc3C)c2c1
  A = -29.1 | B = . | C = ? | D = .
O=c1ccnc(NCCc2ccccc2)[nH]1
  A = ? | B = 20.6 | C = -3.9% | D = 4.3%
CSCCC(/C(O)=C(\C#N)c1nc2ccccc2[nH]1)N1C(=O)c2ccccc2C1=O (stereo not drawn)
  A = 2.8 | B = -9.1 | C = -15.5% | D = 14.6%
Cc1cc(C)c(NC(=O)CSc2nnc(-c3ccncc3)n2Cc2ccco2)c(Cl)c1
  A = ? | B = 3.8 | C = -6.3% | D = -0.6%
Cn1c(N)c(C(=O)COC(=O)CSc2ccc(Cl)cc2)c(=O)n(C)c1=O
  A = 29.8 | B = . | C = -1.1% | D = .
C=CCn1c(CNc2ccccc2)nnc1SCC(=O)N/N=C/c1ccccc1O
  A = 35.6 | B = 7.8 | C = ? | D = 14.1%
COC(=O)CCc1c(C)[nH]c(=S)[nH]c1=O
  A = -28.8 | B = 1.9 | C = -3.1% | D = 3.5%
Cc1ccc(C(=O)CSc2nsc(C)c2C#N)cc1
  A = 52.5 | B = -23.7[1.84 µM] | C = -4.8% | D = -4.9%[11.4 µM]
Cc1ncc(S(=O)(=O)c2ccc(Cl)cc2)c(-c2ccccc2)n1
  A = -12.3 | B = 0.4 | C = -4.8% | D = -1.9%
COCCN(Cc1cc2cccc(C)c2[nH]c1=O)C(=O)c1ccccc1
  A = ? | B = 7.1 | C = 0.8% | D = -1.4%
COCCCNC(=O)CC(NS(=O)(=O)c1ccc(Cl)cc1)c1ccc(OC)cc1 (stereo not drawn)
  A = -0.9 | B = -0.8 | C = -3.3% | D = -3.8%
COc1cc(-c2nnc(-c3ccco3)o2)ccc1OCc1ccccc1
  A = 33.3 | B = 5.8 | C = 3.8% | D = .
Cc1cc(C)c(S(=O)(=O)/N=C2/C=C(Sc3ncn[nH]3)C(=O)c3ccccc32)cc1C
  A = ? | B = . | C = -20.2% | D = .
O=C(Nc1ccccc1)c1ccc(F)c(S(=O)(=O)N2CCOCC2)c1
  A = 51.0 | B = -3.5 | C = 0.6% | D = -4.9%
COc1ccc(C(=O)Nc2ccccc2N2CCOCC2)cc1[N+](=O)[O-]
  A = -8.8 | B = . | C = 16.8% | D = .

Gathered by group, the compounds so far containing an aryl thioether with sulfur outside any ring
Short forms: A = PNC assembly inh; B = IMPase cell inh; C = 12-hLO inh; D = ALOX15B inhib
Cc1cc(C)c(NC(=O)CSc2nnc(-c3ccncc3)n2Cc2ccco2)c(Cl)c1
  A = ? | B = 3.8 | C = -6.3% | D = -0.6%
Cn1c(N)c(C(=O)COC(=O)CSc2ccc(Cl)cc2)c(=O)n(C)c1=O
  A = 29.8 | B = . | C = -1.1% | D = .
C=CCn1c(CNc2ccccc2)nnc1SCC(=O)N/N=C/c1ccccc1O
  A = 35.6 | B = 7.8 | C = ? | D = 14.1%
Cc1ccc(C(=O)CSc2nsc(C)c2C#N)cc1
  A = 52.5 | B = -23.7[1.84 µM] | C = -4.8% | D = -4.9%[11.4 µM]
Cc1cc(C)c(S(=O)(=O)/N=C2/C=C(Sc3ncn[nH]3)C(=O)c3ccccc32)cc1C
  A = ? | B = . | C = -20.2% | D = .

Next entries
Short forms: A = PNC assembly inh; B = IMPase cell inh; C = 12-hLO inh; D = ALOX15B inhib
CSCCC(NC(=O)c1ccoc1C)C(=O)O (stereo not drawn)
  A = 13.7 | B = -2.5 | C = 1.0% | D = -1.3%
COc1ccccc1/C=C(\NC(=O)c1ccc(OC)c(OC)c1)C(=O)Nc1cc([N+](=O)[O-])ccc1C
  A = 36.4 | B = . | C = 1.2% | D = .
Cc1cc(OC(=O)Cc2cccc3ccccc23)c([N+](=O)[O-])c(=O)[nH]1
  A = -12.9 | B = . | C = -6.3% | D = .
Cn1cc(C(=O)NCc2cccs2)c(=O)c2cc(S(=O)(=O)N3CCCC3)ccc21
  A = -4.1 | B = . | C = 2.3% | D = .
CC(C)(C)c1ccc(S(=O)(=O)CCc2ccccn2)cc1
  A = ? | B = 1.8 | C = 5.5% | D = -2.3%
CCC(=O)N1CCN(CCN=CC2=C(O)CC(c3ccc(OC)cc3)CC2=O)CC1 (stereo not drawn)
  A = -7.0 | B = . | C = 1.4% | D = .
Cc1ccc(Cn2c(=N)c(C(=O)NCc3ccco3)cc3c(=O)n4ccccc4nc32)cc1
  A = -8.2 | B = 7.8[0.0738 µM] | C = -5.0% | D = .
Clc1ccccc1-c1nn2c(-c3ccncc3)nnc2s1
  A = 3.5 | B = 11.3 | C = 2.5% | D = -6.3%
Cc1ccc(S(=O)(=O)Nc2ccccc2/C=N/c2nc3ccccc3n2C(C)C)cc1
  A = -92.0* | B = -6.2 | C = -1.5% | D = .
OCc1ccc(O)c2ncccc12
  A = 78.7 | B = 0.7 | C = -3.3% | D = 44.0%[activator]
O=C(NNC(=S)NC(=O)c1sc2ccccc2c1Cl)c1ccc(Cl)cc1
  A = 10.4 | B = -4.8 | C = 0.4% | D = .
C[C@@H](C(=O)OCC(=O)Nc1cc(S(=O)(=O)N2CCOCC2)ccc1Cl)N1C(=O)C2CCCCC2C1=O (stereo partly drawn)
  A = ? | B = . | C = 1.1% | D = .
COCCCNC(=O)CC(NS(=O)(=O)c1ccc(F)cc1)c1ccc(OC)cc1 (stereo not drawn)
  A = ? | B = -5.3 | C = 5.7% | D = 4.6%
Cc1c(OCc2ccccc2)c(=O)ccn1Cc1ccc(Cl)cc1
  A = 18.3 | B = 4.6 | C = -3.2% | D = 44.8%[activator]
C/C(Cl)=C/CSc1nn2c(=O)c3ccccc3nc2s1
  A = -12.3 | B = -1.4 | C = -6.6% | D = -0.4%
Cc1ccccc1NC(=O)NCC1CCCO1 (stereo not drawn)
  A = 13.3 | B = 8.7 | C = 0.3% | D = -2.4%
O=C(OCCn1cncn1)c1cc2ccccc2oc1=O
  A = -24.6 | B = -12.5 | C = -1.2% | D = -2.2%
COC(=O)COc1ccc(S(=O)(=O)Nc2ccc3c(c2)OCO3)cc1Cl
  A = 7.9 | B = -4.8 | C = -5.2% | D = -2.0%
CCC1(COC(=O)Nc2cccc(Cl)c2)COC1
  A = 45.2 | B = ? | C = 0.4% | D = 5.6%
Cc1cc(C)c(OCC(=O)Nc2ccc(NC(=O)c3ccco3)cc2)c([N+](=O)[O-])c1
  A = 7.7 | B = . | C = 0.2% | D = .
COC(=O)CSc1nnc(CNC(=O)c2cc(OC)c(OC)c(OC)c2)n1C
  A = ? | B = ? | C = -2.5% | D = -6.1%
Cc1ccc(NC(=O)COC(=O)c2ccn(C)n2)cc1
  A = ? | B = 6.9 | C = -0.4% | D = -4.3%
COc1ccccc1N(CC(O)COc1c(C)cc(C)cc1C)S(=O)(=O)c1ccccc1 (stereo not drawn)
  A = 14.2 | B = . | C = -5.2% | D = .
COc1ccc(-c2cn(-c3ccc(SC(F)F)cc3)c3[n+]2CCC3)cc1OC
  A = 12.1 | B = 6.5 | C = 2.7% | D = .
COc1ccccc1-c1cc(C(F)(F)F)n2ncc(S(=O)(=O)c3ccccc3)c2n1
  A = -23.7 | B = 4.6 | C = -0.1% | D = -11.1%
Cc1ccccc1CS(=O)(=O)CCC(=O)NCc1ccccn1
  A = 76.7 | B = 0.5 | C = 7.1% | D = 2.1%
CCCCCc1ccc(S(=O)(=O)NCCc2ccncc2)cc1
  A = 5.8 | B = 0.6 | C = -4.5% | D = 32.7%[activator]
N#Cc1ccc(NC(=S)Nc2ccccc2)cc1
  A = 14.6 | B = . | C = -0.2% | D = .
CCCCn1c(SCC(=O)NCc2ccccc2)nc2ccc(N3CCOCC3)cc2c1=O
  A = 51.1 | B = -9.5 | C = -0.3% | D = -5.5%
Nc1ccc(Oc2ccc(Cl)cc2)cc1
  A = 16.5 | B = -1.3 | C = 7.2% | D = -0.7%
CSCCC(NS(=O)(=O)c1ccc2c(c1)oc(=O)n2C)C(=O)NC1CCC(C)CC1 (stereo not drawn)
  A = ? | B = 5.0 | C = 1.8% | D = .
NC(=O)/C=C\c1cn(-c2ccccc2)nc1-c1ccc2c(c1)OCCO2
  A = ? | B = . | C = -2.0% | D = .
CC(C)[C@H](NC(=O)c1cccc(S(=O)(=O)N2CCCC2)c1)c1nc2ccccc2[nH]1
  A = 81.0 | B = 2.5 | C = -0.3% | D = 14.2%
CCN(CC)S(=O)(=O)c1ccc2c(c1)nc(SCC(=O)N1CCCCCC1)n2-c1ccc(OC)cc1
  A = -6.1 | B = 10.0 | C = -0.3% | D = -4.6%
COC(=O)c1cc(OC)c(OC)cc1NC(=O)CN1CCOCC1
  A = 6.0 | B = 3.0 | C = 5.8% | D = -6.7%
COc1ccccc1/C=C1\CCCC2=C1Nc1nnnn1C2c1ccccc1OC (stereo not drawn)
  A = -1.0 | B = . | C = -3.2% | D = .
Cc1cc(NC(=O)c2cccc(S(=O)(=O)N(C)C)c2)n(-c2ccccn2)n1
  A = 26.5 | B = -0.8 | C = -5.7% | D = 4.0%
CCCCNC(=O)CC1C(=O)N(Cc2ccccc2)C(C)c2nc3ccccc3n21 (stereo not drawn)
  A = -9.6 | B = -0.5 | C = -3.5% | D = 22.0%
CCOC(=O)CSc1nnc(Cc2ccccc2)n1-c1ccc(C)cc1
  A = 6.3 | B = 3.0 | C = -2.8% | D = .
Cn1nc(-c2ccc(N3CCCCC3)c(NC(=O)c3ccco3)c2)c2ccccc2c1=O
  A = ? | B = 17.1 | C = 0.7% | D = -4.8%
Cc1cccc(NC(=O)CCc2ccc(C)o2)c1
  A = -80.2* | B = -5.9 | C = 3.5% | D = -2.2%
Cc1nn(-c2ccccn2)c2c1C(c1c(F)cccc1Cl)C1=C(N2)c2ccccc2C1=O (stereo not drawn)
  A = ? | B = . | C = 4.6% | D = .
O=C(Nc1cccc(F)c1)C1CCN(C(=O)c2ccccc2Cl)CC1
  A = ? | B = 0.1 | C = -11.6% | D = -5.8%
